Kir21 block: inhibitors of mouse Kir2.1 inward-rectifier potassium channel. B-score at 10 µM. P35561. HEK293-Kir2.1, FluxOR thallium flux fluorescence; stronger effect = lower value. hit rate 0.85% among 310,000;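 active means fluorescence ratio B-score at or below minus 3 SD of library scores, with starting-brightness B-score within 2 SD, cut at about -4.2 in these data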;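 further: channel flux triggered by added potassium and thallium sulfate stimulus; B-score of peak minus minimum fluorescence over baseline after thallium stimulus; more negative B-score means stronger Kir2.1 block with less thallium influx; some compounds called inactive have numbers as strong as hits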
Target sequence (P35561 whole entry, looked up): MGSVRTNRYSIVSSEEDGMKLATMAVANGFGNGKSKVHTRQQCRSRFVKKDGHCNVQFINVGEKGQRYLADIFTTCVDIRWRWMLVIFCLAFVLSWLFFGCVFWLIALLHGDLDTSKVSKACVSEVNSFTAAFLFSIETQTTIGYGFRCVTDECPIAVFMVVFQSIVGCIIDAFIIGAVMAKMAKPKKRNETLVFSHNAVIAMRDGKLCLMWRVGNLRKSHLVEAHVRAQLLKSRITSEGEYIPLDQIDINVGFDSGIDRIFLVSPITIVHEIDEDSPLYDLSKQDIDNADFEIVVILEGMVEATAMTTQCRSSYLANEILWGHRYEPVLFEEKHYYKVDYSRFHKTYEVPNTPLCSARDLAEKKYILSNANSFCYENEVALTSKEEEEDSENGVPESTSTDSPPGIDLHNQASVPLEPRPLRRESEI
CHT inh: inhibits the human high affinity choline transporter; B-score at 10 µM; AID 488975; CHT-expressing cells, membrane potential dye, choline response; stronger effect = lower value; hit rate 0.86% among 310,000; Q9GZV3;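 active means B-score over 3 SD under the library average, and starting fluorescence ratio not unusually high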;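 further: choline stimulus applied at its EC90 after an EC20 pre-addition; B-score computed on integrated fluorescence ratio after choline addition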
Target sequence (Q9GZV3 whole entry, looked up): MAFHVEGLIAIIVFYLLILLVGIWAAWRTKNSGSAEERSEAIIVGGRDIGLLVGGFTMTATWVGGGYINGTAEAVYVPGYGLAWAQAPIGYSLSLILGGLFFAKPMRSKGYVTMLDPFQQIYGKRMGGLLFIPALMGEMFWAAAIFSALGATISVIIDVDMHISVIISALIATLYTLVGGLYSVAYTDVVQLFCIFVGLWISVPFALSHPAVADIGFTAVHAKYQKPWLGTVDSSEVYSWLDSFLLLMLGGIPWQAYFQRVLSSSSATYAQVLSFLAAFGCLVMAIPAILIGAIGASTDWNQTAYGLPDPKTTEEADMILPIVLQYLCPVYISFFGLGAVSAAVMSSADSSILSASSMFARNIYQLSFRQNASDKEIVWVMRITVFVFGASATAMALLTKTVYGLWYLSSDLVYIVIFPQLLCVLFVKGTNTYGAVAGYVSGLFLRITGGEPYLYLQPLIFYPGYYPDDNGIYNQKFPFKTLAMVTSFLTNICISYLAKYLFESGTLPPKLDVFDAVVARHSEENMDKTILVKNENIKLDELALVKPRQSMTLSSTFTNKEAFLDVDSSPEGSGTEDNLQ
* hit, by the source's call; i = inactive; / = no result given. Rows were taken by chance; any-hit rate near 1.6%.

SMILES	Kir21 block	CHT inh
COc1ccccc1C(CNC(=O)c1cccc(S(=O)(=O)Nc2ccc(C)cc2)c1)N(C)C (stereo not given)	0.98	i
COc1cc(/C=C/C(=O)N2C(=O)c3cccc(N)c3C2=O)cc(OC)c1OC	0.07	i
COc1ccc(/C=C(/C(=O)c2cccs2)N2C=CC=CC2=C(C#N)C#N)cc1	-3.61	/
CC1(C)c2[nH]c3ccccc3c2C[C@H]2C(=O)N(CCCCCO)CC(=O)N21	1.78	i
CSc1nccc(NC(=O)c2ccc(C(C)(C)C)cc2)n1	-0.95	i
COc1ccc(N2CCN(C(=O)CC3NC4CCCCC4NC3=O)CC2)cc1 (stereo not given)	-0.02	i
COc1ccc(/C=C2\N=C(SC)NC2=O)cc1	-0.75	i
Cc1ccc(NC(=O)/C(=C/c2ccco2)c2ccccc2)c(C)c1	0.44	i
Cc1ccccc1-n1cnc2cc(NCc3cccs3)ccc21	0.2	i
COc1ccc(NC(=O)c2ccc(Cl)nc2)cc1S(=O)(=O)N1CCCCC1	0.31	i
O=C(CCCn1cncn1)N1CCCC(Nc2ccc(F)cc2)C1 (stereo not given)	0.89	i
Cc1ccc(-c2csc(/C(C#N)=C/Nc3ccccc3SC(F)(F)F)n2)c(C)c1	0.43	i
CC1=NN(C(N)=S)C(=O)C1N=Nc1c(C)cc(C)cc1C (stereo not given)	-0.17	i
COc1ccc(-n2c(SCC(N)=O)nnc2-c2cccnc2)cc1	0.11	i
Cn1c(=O)oc2cc(S(=O)(=O)NCCC(=O)N3CCc4ccccc4C3)ccc21	-0.66	i
C(=C\c1nc(N2CCCC2)c2ccccc2n1)/c1ccccc1	0.44	i
CC1CC(C)CN(C(=O)CCCn2c(=O)c3cccn3c3cccnc32)C1 (stereo not given)	1.02	i
O=C(CCc1ccccc1)NCC1(c2ccccc2)CCCC1	-5.47	i
COc1cc(C2Nc3ccc4ncccc4c3C3=C2C(=O)CCC3)ccc1O (stereo not given)	-1.34	-6.22*
CC1CCC(C(C)C)C(OC(=O)Cn2c(-c3ccc(Cl)cc3)[n+](C)c3ccccc32)C1 (stereo not given)	-14.8*	i
Cn1c2ccccc2c(=O)c2c(=O)n(Cc3ccco3)c(COc3ccccc3)nc21	1.39	i
COc1ccc(-c2nnc(SCCC(=O)O)n2-c2ccccc2)cc1	0.77	i
CCn1c(SCC(=O)c2ccccc2)nnc1-c1cc2cc(Br)ccc2o1	1.18	i
COc1ccc(NC(=O)c2ccc(C)cc2Cl)c([N+](=O)[O-])c1	0.03	i
Cc1cccn2c(=O)c3cc(C(=O)NC4CCCCC4)c(=N)n(CCN4CCOCC4)c3nc12	0.05	i

Part of the list above in order of molar mass, lowest first:
SMILES	Kir21 block	CHT inh
COc1ccc(/C=C2\N=C(SC)NC2=O)cc1	-0.75	i
O=C(CCCn1cncn1)N1CCCC(Nc2ccc(F)cc2)C1 (stereo not given)	0.89	i
CC1CC(C)CN(C(=O)CCCn2c(=O)c3cccn3c3cccnc32)C1 (stereo not given)	1.02	i

Additional results follow:
SMILES	Kir21 block	CHT inh
Cc1ccc(NC(=O)c2scc3c2CCCC3)cc1	2.25	i
CN(Cc1ccc(F)cc1)Cc1nc(-c2cnccn2)no1	1.32	i
Cc1ccc(CNC(=O)C2CCC(=O)N(CCc3cccc(F)c3)C2)s1 (stereo not given)	-1.31	/
Cc1nnc2sc(-c3cccc(F)c3)nn2c1=O	-0.65	i
CC(C)C(=O)Nc1ccc(N2CCCC2)c(Cl)c1	-0.85	i
Cc1ccc(C)c(S(=O)(=O)NCc2ccncc2)c1	-0.76	i
CCCCC(=O)Nc1nn(CC(C)C)c2nc3ccccc3cc12	0.37	i
CC(=O)Nc1ccc(S(=O)(=O)Nc2nc3ccccc3nc2Nc2ccc(O)c(C(=O)O)c2)cc1	0.18	i
COc1cc(C(=O)N2CCC3(CC2)NCCc2[nH]cnc23)cc(OC)c1OC	1.51	i
CC1(C)CC(=O)C(CCCN2C(=O)c3ccccc3C2=O)C(=O)C1	-0.58	i
Cc1ccc(-c2[nH]ncc2CNCCc2cnn(-c3ccccc3)c2)cc1C	0.45	i
O=c1[nH][nH]c(-c2ccccc2)c1C=Nc1ccccc1	-0.46	i
COc1ccc(C(=O)N/C(=C\c2cccc([N+](=O)[O-])c2)C(=O)Nc2cccc(C(=O)O)c2)cc1	0.61	i
CS/C(=N\S(=O)(=O)c1cccs1)Nc1ccc(Br)cc1F	-1	i
COC(=O)C1CCN(c2ccc([N+](=O)[O-])cc2[N+](=O)[O-])CC1	0.01	i
O=C(O)CCc1ccc(-c2cccs2)o1	0.51	i
Cc1ccc(NC(=O)CSc2nn3c(=O)c(C)nnc3s2)cc1Cl	0.07	i
CC(C)N(Cc1ccccc1)C(=O)/C=C/c1ccccc1[N+](=O)[O-]	-1.54	i
O=C(NCCNC(=O)c1ccc(Br)o1)c1ccc(Br)o1	-0.52	i
O=c1cc(CSc2nnnn2-c2ccccc2)nc(Nc2ccc(F)cc2)[nH]1	-0.04	i
CCCc1cc(C(=O)NC2CCCCC2)no1	1.43	i
Cc1c(Br)c(C(F)(F)F)nn1CC(=O)NCC1CCCO1 (stereo not given)	0.25	i
COc1ccc(C(=O)NCCn2cc(SCC(N)=O)c3ccccc32)cc1	-1.01	i
C#CC(C)(CC)NC(=O)c1cc(OC)c(OC)c(OC)c1 (stereo not given)	-0.34	i
CCOC(=O)c1cccc(N/C=C/C(=O)c2ccc(OC)c(OC)c2)c1	1.03	i
SMILES	Kir21 block	CHT inh
CN(C(=O)COC(=O)c1ccccc1NCc1ccco1)c1c(N)n(Cc2ccccc2)c(=O)[nH]c1=O	0.75	i
O=C(CSCc1ccc(Br)cc1)N1CCOCC1	0.73	i
CC(=O)Nc1sc2c(c1C(c1cccc(F)c1)N1CCN(CCO)CC1)CCCC2 (stereo not given)	-1.36	i
O=C(NCc1ccccc1C(F)(F)F)C1CC(c2ccccc2C(F)(F)F)=NO1 (stereo not given)	-0.17	i
CSc1nnc(-c2ccco2)n1-c1ccccc1	1.28	i
O=c1c2c(-c3ccccc3)csc2nc2n1CCC2	2.22	i
COc1cccc(-c2c(C(=O)N/N=C/C3CC=CCC3)nnn2-c2nonc2N)c1 (stereo not given)	-0.45	i
CC(C)Cn1c(N)c(-c2nc(C(C)C)c(C(=O)c3ccccc3F)s2)c(=O)n(C)c1=O	-0.75	i
CCOC(=O)n1c(=O)n(Cc2c(Cl)cccc2Cl)c2ccccc21	0.05	i
O=C(NCCOc1ccccc1)c1ccccc1[N+](=O)[O-]	-1.27	i
CC1CCCN(C(=O)c2cn(-c3ccccc3)nc2-c2cccnc2)C1 (stereo not given)	-1.91	i
Cc1nc2c(sc(=S)n2Cc2ccco2)c(=O)n1CC(=O)Nc1ccc(F)cc1	1.28	i
CCNC(=O)c1c(NC(C)=O)sc2c1CCCC2	0.37	i
O=C(C1CCCN(S(=O)(=O)c2cccs2)C1)N1CCC(N2CCCCC2)CC1 (stereo not given)	-0.47	i
CCN(c1ccc(NC(=O)COC(=O)/C=C/c2cccs2)cc1)C(C)C	0	i
CCOc1ccc(CN(C)c2nc(-c3cccnc3)nc3ccccc23)cc1OC	-0.26	i
O=C1NNC(c2ccccc2)=N/C1=C\c1ccc(Cl)cc1	0.01	i
Cc1cc(S(=O)(=O)N2CCc3ccccc3C2)ccc1F	-0.55	i
COc1cc(CNc2ccc(N3CCN(C(C)=O)CC3)cc2)ccc1OCc1ccccc1	-0.84	i
Cc1oc2c(C)c3oc(=O)c(CC(=O)N[C@@H](CC(C)C)C(=O)N[C@@H](Cc4ccccc4)C(=O)O)c(C)c3cc2c1C	0.36	i
O=C1NC(=Nc2cccnc2)S/C1=C\c1cccc(F)c1	-0.51	i
O=C(CN(Cc1ccccc1)C(=O)CNS(=O)(=O)c1ccc(Cl)cc1)NCC1CCCO1 (stereo not given)	1.5	i
Cc1nnc(SCC(=O)NC2CCC(C)CC2)s1 (stereo not given)	-0.71	i
CC1(C)CC2(CC(c3ccccc3)Oc3cc(O)ccc32)NC(=O)N1 (stereo not given)	0.86	i
Cc1nc2ccccc2c(=O)n1-c1cccc(NS(=O)(=O)c2ccccc2)c1	0.94	i

Among those listed so far, 5 contain a COOH group:
SMILES	Kir21 block	CHT inh
COc1ccc(-c2nnc(SCCC(=O)O)n2-c2ccccc2)cc1	0.77	i
CC(=O)Nc1ccc(S(=O)(=O)Nc2nc3ccccc3nc2Nc2ccc(O)c(C(=O)O)c2)cc1	0.18	i
COc1ccc(C(=O)N/C(=C\c2cccc([N+](=O)[O-])c2)C(=O)Nc2cccc(C(=O)O)c2)cc1	0.61	i
O=C(O)CCc1ccc(-c2cccs2)o1	0.51	i
Cc1oc2c(C)c3oc(=O)c(CC(=O)N[C@@H](CC(C)C)C(=O)N[C@@H](Cc4ccccc4)C(=O)O)c(C)c3cc2c1C	0.36	i

Next section
SMILES	Kir21 block	CHT inh
Cc1ccc(OCCn2cncn2)c([N+](=O)[O-])c1	0.56	i
COCC(C)NCC(=O)NC(C)CCc1ccccc1 (stereo not given)	0	i
O=C(CC(=O)N/N=C/c1ccccc1O)NCc1cccnc1	-1.13	i
Cc1cc(C(=O)CN2C(=O)NC(C)(c3cccc(Br)c3)C2=O)c(C)n1Cc1ccco1 (stereo not given)	-0.92	i
CC(C(=O)NCc1ccco1)n1cc([N+](=O)[O-])cn1 (stereo not given)	0.03	i
NC(=O)c1ccsc1NC(=O)CCS(=O)(=O)c1ccccc1	0.73	i
N=C(N)n1c(N)nc2ccccc2c1=O	-3.18	i
Cc1ccc(C)c(N(C)S(=O)(=O)c2ccc3c(c2)oc(=O)n3C)c1	0.16	i
COc1ccc(NC(=O)CSc2nc3ccsc3c(=O)n2CCC(=O)O)c(OC)c1	2.44	i
Cc1ccc(Cn2c(=N)c(C(=O)NCCN3CCOCC3)cc3c(=O)n4ccccc4nc32)cc1	1.57	i
COc1ccccc1OCC(=O)Nc1ccc(S(=O)(=O)Nc2onc(C)c2C)cc1	2.43	i
Oc1ccc(C=Nc2ccc(N3CCOCC3)cc2)c(O)c1	-0.07	i
CCOC(=O)c1[nH]c(C)c(/C(O)=C2\C(=O)C(=O)N(CCN(C)C)C2c2ccc(C)o2)c1C (stereo not given)	-0.83	i
COc1ccccc1N=C(C)C1=C(O)CSC1=O	1.15	i
CCC1=NNc2cccc3c(OC)ccc1c23	0.88	i
COC(=O)c1nc(NC(=O)c2ccc(Cl)cc2)n[nH]1	0.51	i
CCCCNC(=O)CCn1nc(-c2ccc(C)cc2)c2ccccc2c1=O	1.04	i
O=C(N1CCOCC1)C12CC3CC(C1)CC(C(=O)N1CCOCC1)(C3)C2	-1.52	i
Cc1ccc(NC(=O)CN2C(=O)NC(Cc3ccccc3)C2=O)c(Br)c1 (stereo not given)	-0.01	i
COc1ccccc1-c1coc2c(CN3C(C)CCCC3C)c(O)ccc2c1=O (stereo not given)	0.02	i
COc1ccc(S(=O)(=O)N(CC(=O)Nc2cccnc2)c2ccccc2OC)cc1	0.79	i
Cc1[nH]n(-c2ccccc2)c(=O)c1C=NCc1ccco1	0.23	i
CCc1ccc(OCC(=O)N2CCN=C2c2ccccc2)cc1	-0.68	i
O=C(COC(=O)CCC(=O)c1cccs1)Nc1ccc(Cl)cn1	-0.18	i
Cc1cc(C)cc(C(=O)NC(CC(N)=O)c2ccc(N3CCN(C)CC3)c([N+](=O)[O-])c2)c1 (stereo not given)	-0.01	i

Nothing new here: 2 of the compounds above.
SMILES	Kir21 block	CHT inh
Cc1ccc(OCCn2cncn2)c([N+](=O)[O-])c1	0.56	i
COCC(C)NCC(=O)NC(C)CCc1ccccc1 (stereo not given)	0	i

Next compounds follow.
SMILES	Kir21 block	CHT inh
Cc1ccc(C2NS(=O)(=O)N=C2N)cc1 (stereo not given)	0.16	i
CCN(CC)CCn1nc2c3c(cccc3c1=O)-c1ccccc1-2	-1.52	i
COc1ccccc1NC(=O)c1ccc2snnc2c1	0.16	i
Cc1ccc(C(=O)CSc2nnc(-c3ccccc3)o2)cc1	-0.16	i
O=C(NCC1CCN(Cc2ccc(F)cc2)CC1)Nc1cc(F)ccc1F	-1.31	i
COc1ccc(N2CCC(CNC(=O)Nc3ccc(OC)cc3OC)C2)cc1 (stereo not given)	-2.1	i
CCOC(=O)Cc1cc(=O)[nH]c(/N=C(\N)Nc2ccc(C)cc2C)n1	1.08	i
Cc1ccnc(NS(=O)(=O)c2ccc(Oc3ccccc3)cc2)c1	-1.92	i
CCC/C=N/Nc1nc2ccccc2s1	0.45	i
O=C(O)CSCC(=O)Nc1cccc2ccccc12	0.65	i
Cc1c(CCOC(=O)c2cc([N+](=O)[O-])cc([N+](=O)[O-])c2)sc[n+]1CCCCS(=O)(=O)[O-]	-0.06	i
Cc1ccccc1NC(=S)c1ccc2ccccc2n1	-0.17	i
Cc1nn(CC(=O)c2ccccc2)c(=O)c2nn(-c3ccccc3F)c(C)c12	0.42	i
COC(=O)Cc1ccc(NC(=S)N2CCN(CCO)CC2)cc1	0.42	i
Clc1nc(-c2cccnc2)nc2scc(-c3ccccc3)c12	-0.08	i
O=C1c2ccccc2C(=O)N1Cc1nn2c(-c3ccc(Cl)cc3)nnc2s1	1.57	i
O=C(c1cccc(S(=O)(=O)N2CCOCC2)c1)N1CCCC1	0.98	i
CS(=O)(=O)N1CCCC(C(=O)NCCc2ccc(Cl)cc2)C1 (stereo not given)	-1.87	i
CC1CCCN(CC(O)COCC2COc3ccccc3O2)C1 (stereo not given)	0	i
CCOc1cc(Cl)c(NC(=O)c2ccco2)cc1OCC	-0.39	i
CCC(Sc1nnc(-c2ccco2)n1C)C(=O)Nc1nnc(C)s1 (stereo not given)	0.25	i
CCOc1cc(C(=O)Nc2ccc(C)cc2C)ccc1OCC(=O)N1CCCCC1	0.29	i
C=CCn1cccc(C(=O)Nc2ccc(OC)cc2)c1=O	-0.47	i
